Anthrax LF prot: blocks Bacillus anthracis lethal factor protease. 0.12% of 360,000 active. inhibition, % at 10 µM. P15917. multiplex microsphere protease cleavage assay, LF; further: plate controls were buffer without enzyme for full effect and enzyme alone for no effect
FadD28 FP inh: inhibitors of Mycobacterium tuberculosis FadD28 bisubstrate binding. 0.22% of 360,000 active. FadD28 bisubstrate probe binding, fluorescence polarization. inhibition, % at 12.5 µM; in the data active means inhibition above about 8.5%, passing the limit was not always enough; inconclusive means no clear call, values can overlap the other calls
BoNT-A LC inh2: BoNT A light chain protease inhibition; AID 588499; multiplex microsphere protease substrate cleavage, flow cytometry; 0.17% of 360,000 active; inhibition, % at 10 µM; further: plate controls were buffer without enzyme for full effect and enzyme alone for no effect
PfHsp40 yeast: compounds rescuing yeast from Plasmodium falciparum HSP40 toxicity; S. cerevisiae expressing PfHsp40, growth rescue, ATP luminescence; growth rescue, % at 12.5 µM; 0.68% of 340,000 active; AID 504582; in the data active means growth rescue above about 28%, passing the limit was not always enough; inconclusive means no clear call, values can overlap the other calls;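 further: yeast W303a lacking pdr1 and pdr3 grown in galactose medium; growth measured after three days at 30 °C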
TcdB GH inh: TcdB glycohydrolase inhibition. TcdB glycohydrolase enzymatic assay, plate reader. inhibition, % at 9.99 µM. AID 652162. 0.24% of 350,000 active. P18177; in the data active means inhibition above about 10%
Yp Topo-I inh: Y. pestis Topo-I inhibition via cleavage products; Y. pestis Topo-I cleavage product accumulation, plate reader; activity, % at 10 µM; 0.064% of 360,000 active; in the data active means activity above about 50%, passing the limit was not always enough; inconclusive means no clear call, values can overlap the other calls; further: inactives centre near 2
PrPC TRFRET: inhibitors of human cell surface prion protein PrPC; inhibition, % at 13.8 µM; 0.43% of 370,000 active; P04156; TR-FRET read-out; in the data active means inhibition above about 24%; further: 0% = median of the test wells and 100% = reference compound wells
CCHF vOTU inh: CCHFV vOTU protease inhibition; inhibition, % at 11.5 µM; 0.55% of 370,000 active; Pep-AMC fluorescence; AID 651958; in the data active means inhibition above about 30%; further: 0% = vehicle wells with enzyme and 100% = no enzyme wells
BoNT F protease: blocks Botulinum neurotoxin F light chain protease; Multiplex microsphere protease cleavage assay, flow cytometry; inhibition, % at 10 µM; 0.22% of 360,000 active; AID 588497; in the data active means inhibition above about 35%, passing the limit was not always enough; inconclusive means no clear call, values can overlap the other calls; further: plate controls were buffer without enzyme for full effect and enzyme alone for no effect
The depositor's hits bear a star; ? = inconclusive; . = no result given. Unless noted, no stated cut-off is given here; in the data, active means inhibition above about 30%; inconclusive means no clear call, values can overlap the other calls; inactive means below that.

SMILES	Anthrax LF prot	FadD28 FP inh	BoNT-A LC inh2	PfHsp40 yeast	TcdB GH inh	Yp Topo-I inh	PrPC TRFRET	CCHF vOTU inh	BoNT F protease
O=C(Nc1ccc(CN2CCCCC2)cc1)c1cccc(F)c1	-0.1	-0.2	-0.9	-1.2	0.3	0.7	-6.1	-7.8	-1.2
COc1ccc(/C=N/Nc2nc(-c3cccc(S(=O)(=O)N4CCCC4)c3)cs2)c(OC)c1	-2.3	-3.3	-0.7	0.3	-0.2	-3.1	7.9	5.9	-8.7
CC(C)CCNC(=O)c1ccc(CSCc2cccc(F)c2)o1	-4.5	-3.2	5.4	1.6	.	46.9	-0.2	-3.5	3.8
CCCNC(=O)C1(C)CCN(C(=O)c2cccc(C(F)(F)F)c2)C1 (stereo not given)	-11.2	-3.8	-0.2	.	0.1	-4.1	0.8	-11.8	5.5
CC(C)N(CC#CC(O)(c1ccccc1)c1ccccc1)CCO	-1.2	-4.6	0.3	-2.2	.	-1.4	-6.0	4.7	1.0
CCCCn1c(N)c(N(CCOC)C(=O)COC(=O)c2ccccc2NCCO)c(=O)[nH]c1=O	-5.2	-1.7	-1.1	0.2	-0.7	-2.2	0.9	-181.5	-8.0
O=C(Nc1ccccc1N1CCOCC1)c1ccccc1NS(=O)(=O)c1ccc(F)c(F)c1	-2.2	-0.3	0.0	0.1	.	5.2	2.7	5.8	5.2
c1ccc(CNc2nc(-c3ccccc3)nc3ccccc23)cc1	10.1	-8.9	0.1	0.3	1.2	-11.2	2.4	1.0	-14.0
CN(c1ccc(O)cc1)c1nc(-c2cccs2)cs1	-0.8	3.9	-0.7	0.1	4.1	-22.6	-5.6	-10.7	-0.6
O=C(COc1ccc(Br)cc1)Nc1ccc(CN2CCOCC2)cc1	-2.4	-0.8	0.1	-0.1	-0.6	22.0	6.5	4.0	3.3

The list goes on.
SMILES	Anthrax LF prot	FadD28 FP inh	BoNT-A LC inh2	PfHsp40 yeast	TcdB GH inh	Yp Topo-I inh	PrPC TRFRET	CCHF vOTU inh	BoNT F protease
COC(=O)c1oc2ccc(Cl)cc2c1-n1cccc1	-10.4	-3.3	0.6	0.9	.	8.0	0.1	19.5	-1.2
Cc1nccnc1Sc1ccccc1	5.9	2.4	0.2	1.6	-0.7	-12.4	0.0	3.1	19.8
CCC(C)(C)n1nnnc1C(c1cccnc1)N1CCCC(C)C1 (stereo not given)	-1.1	-3.2	0.2	0.6	-0.4	-3.3	4.8	-6.0	0.6
C=CCN1C(=O)c2ccc(C(=O)N3CCN(S(=O)(=O)c4ccc(C(C)C)cc4)CC3)cc2C1=O	-3.2	-3.1	-0.1	1.8	1.8	38.7	-3.2	0.4	-6.3
CCOC(=O)N1CCN(S(=O)(=O)c2ccc3c(c2)CCN3C(=O)CC)CC1	1.2	-0.6	0.1	-1.5	.	7.6	-4.4	-7.5	8.0
Cc1cccc(C)c1NC(=O)c1cc(S(=O)(=O)N2CCOCC2)cn1C	-0.3	-2.9	-0.1	-0.1	0.9	4.3	1.8	1.9	-4.2
CCOc1ccc(C(=O)NC(=S)Nc2ccc(NC(=O)C(C)C)cc2)cc1[N+](=O)[O-]	0.8	-3.0	0.3	0.4	.	7.9	-5.6	-12.5	-3.1
COc1cccc(NC(=O)C2CCCN2C(=O)NC2CCCCC2)c1 (stereo not given)	-7.1	-2.1	-1.8	2.4	1.0	-6.1	-3.8	7.2	-16.5
O=C(COC(=O)c1cccnc1Cl)NC(=O)c1ccc(OC(F)F)cc1	-0.7	-0.7	2.3	-0.1	0.6	1.9	5.1	1.9	2.8
CCc1nc2c(OCCOc3ccccc3)cccn2c1N(C)C(=O)c1ccccc1F	-13.2	-4.5	-0.2	.	1.0	22.7	-1.1	14.2	-1.7

Further entries follow.
SMILES	Anthrax LF prot	FadD28 FP inh	BoNT-A LC inh2	PfHsp40 yeast	TcdB GH inh	Yp Topo-I inh	PrPC TRFRET	CCHF vOTU inh	BoNT F protease
O=C(NNC(=O)c1cnccn1)c1cccc([N+](=O)[O-])c1	-2.3	-3.3	0.4	?	.	2.8	-23.6	-12.0	9.2
CCc1nc(SCC(=O)Nc2ccccc2OC)n[nH]1	-13.8	-1.0	-1.1	0.5	0.7	6.1	5.0	3.5	7.9
O=C(c1cccs1)N1CCN(S(=O)(=O)c2cccc(Cl)c2Cl)CC1	2.2	0.2	-0.2	0.1	-0.3	38.7	11.3	0.1	-2.9
OCC[C@@H]1C[C@@H](O)[C@H](O)[C@@]2(CCc3ccccc3O2)O1	-0.2	-2.2	-0.5	-1.3	1.8	-8.5	4.5	3.2	-2.2
CCC(=O)N(NC1=NS(=O)(=O)c2ccccc21)S(=O)(=O)c1ccc(C)cc1	-1.9	-0.9	-1.0	0.7	-3.0	5.4	2.2	0.3	-2.2
Cc1ccc(OCc2nnc(SCCN3CCOCC3)n2C)cc1	1.9	-0.7	1.4	0.0	.	-5.5	-4.4	-12.7	-4.9
COc1ccc(S(=O)(=O)N(C(C)=O)c2ccc(OC(C)=O)c3ccccc23)cc1[N+](=O)[O-]	-2.1	1.5	-0.2	0.5	0.5	5.9	0.0	2.4	-8.9
C/C(=N\NC(=O)c1ccoc1C)c1ccc(Cl)s1	0.6	-1.8	-1.8	0.2	0.7	-5.9	0.2	5.5	-21.5
Cc1ccccc1NC(=O)CCCSc1nc2ccccc2s1	-0.7	-5.9	0.3	7.6	-2.1	28.3	8.5	8.0	-0.6
CC(C)(C)N1NC2(CCCCC2)NC1=S	-6.0	-1.3	-1.2	0.3	.	16.3	3.3	-14.5	-10.6

The results go on.
SMILES	Anthrax LF prot	FadD28 FP inh	BoNT-A LC inh2	PfHsp40 yeast	TcdB GH inh	Yp Topo-I inh	PrPC TRFRET	CCHF vOTU inh	BoNT F protease
Cc1cccc(NC(=S)N2CCCC2)c1	3.3	-1.0	-0.3	0.2	1.3	15.9	2.2	-5.0	1.5
CS(=O)(=O)N1N=C(c2cccs2)CC1c1ccccc1F (stereo not given)	-0.1	-5.1	-0.3	-1.7	0.0	1.2	1.4	-2.5	-5.3
C=CC[C@@H](CC(=O)N(CCO)Cc1ccccc1)C(=O)N[C@@H](COC(=O)[C@@H](CC=C)Cc1ccc(F)cc1)Cc1c[nH]c2ccccc12	-10.0	-0.6	-0.5	3.8	1.8	0.1	2.5	17.9	-9.7
CN1CCC(NC(=O)c2cc(-c3cccc(Br)c3)nc3ccccc23)CC1	-10.2	-5.3	0.0	0.4	1.7	-24.5	-15.0	-2.7	5.4
O=C(c1cccc(S(=O)(=O)N2CCCC2)c1)c1nnc(-c2ccncc2)o1	1.5	0.2	0.7	1.2	.	6.5	10.3	7.1	1.4
COc1cccc(-c2noc(-c3ccoc3C)n2)c1	-4.2	-2.9	-0.4	0.5	4.8	-7.9	2.4	-16.2	-5.3
C/C(=N\Nc1cc(N2CCOCC2)ncn1)c1cccc([N+](=O)[O-])c1	-0.8	-0.4	-0.5	-1.4	1.5	0.0	-4.8	-18.1	0.1
CC(=O)c1c(C)[nH]c(C(=O)COc2ccc(C#N)cc2)c1C	1.3	-2.3	-0.2	0.5	.	-3.6	-0.7	-13.4	3.6
COc1cccc(-c2nc(CS(=O)(=O)CC(=O)NCCN3CCOCC3)c(C)o2)c1	-1.9	0.6	-0.2	-2.1	2.7	-6.8	-1.1	-4.0	4.6
CC(C)c1nc(SCC(=O)c2c[nH]c3ccccc23)n[nH]1	-0.4	0.6	0.5	0.4	1.4	4.6	-4.1	-2.8	-2.0

As a working copy, part of the list above:
SMILES	Anthrax LF prot	FadD28 FP inh	BoNT-A LC inh2	PfHsp40 yeast	TcdB GH inh	Yp Topo-I inh	PrPC TRFRET	CCHF vOTU inh	BoNT F protease
COc1cccc(-c2nc(CS(=O)(=O)CC(=O)NCCN3CCOCC3)c(C)o2)c1	-1.9	0.6	-0.2	-2.1	2.7	-6.8	-1.1	-4.0	4.6
CC(C)c1nc(SCC(=O)c2c[nH]c3ccccc23)n[nH]1	-0.4	0.6	0.5	0.4	1.4	4.6	-4.1	-2.8	-2.0

(continued)
SMILES	Anthrax LF prot	FadD28 FP inh	BoNT-A LC inh2	PfHsp40 yeast	TcdB GH inh	Yp Topo-I inh	PrPC TRFRET	CCHF vOTU inh	BoNT F protease
COc1ccc(/C(N)=N/OC(=O)c2ccc(C)c([N+](=O)[O-])c2)cc1	-0.7	-3.0	-0.3	0.0	1.0	2.2	-1.6	-4.8	-6.3
CSc1ncccc1C(=O)N1CCC(C)(C(=O)O)C1 (stereo not given)	-5.7	-2.9	-0.2	.	1.0	0.9	-6.6	5.0	-1.9
Cc1cccc(C)c1NC(=O)CSc1nnc(-c2ccccc2)n1Cc1ccc2c(c1)OCO2	-6.8	-4.4	0.4	0.5	.	39.6	-6.4	-5.0	-1.8
Fc1ccc(F)c(CN2CCN(c3ncccn3)CC2)c1	-1.0	-2.6	-0.7	0.5	0.7	-1.9	.	.	2.9
CC1SC(=NC(=O)c2ccco2)NC1=O (stereo not given)	-2.4	-2.9	0.1	-0.8	.	3.9	2.4	-1.1	2.9
CCOC(=O)C1CCN(C(=O)c2ccc3snnc3c2)CC1	-0.2	-3.3	0.0	-0.1	.	-6.2	-0.5	11.6	3.8
COc1ccc(-n2c(=O)c3ccccc3n(Cc3cccc(C)c3)c2=O)cc1OC	-0.4	-1.9	-0.1	-0.1	1.9	-9.1	11.4	1.7	1.9
CCOC(=O)C1C(=O)NC(C(=O)OCC)(C(=O)OCC)C1CC (stereo not given)	-3.9	-1.4	-0.6	0.0	0.2	-4.5	-0.4	2.1	-12.1
COc1cccc(COC(=O)CSCC(=O)Nc2ccc(C)cc2)c1OC	5.1	-1.7	-0.6	.	-0.5	1.2	-3.0	-7.7	-6.2
O=C(COC(=O)c1cc(=O)[nH]c(=O)[nH]1)Nc1cccc(Cl)c1	7.2	-2.6	2.0	0.5	2.7	-3.1	4.7	5.6	5.6

(list continues)
SMILES	Anthrax LF prot	FadD28 FP inh	BoNT-A LC inh2	PfHsp40 yeast	TcdB GH inh	Yp Topo-I inh	PrPC TRFRET	CCHF vOTU inh	BoNT F protease
Cc1cccc(C)c1-n1nnnc1C1c2ccccc2C(=O)N1CCc1ccc(O)cc1 (stereo not given)	-5.5	.	0.3	.	3.4	.	-5.7	13.6	6.5
Cc1cc(C(=O)CN2C(=O)C(=O)N(C3CCCC3)C2=O)c(C)n1CCc1ccccc1	-2.2	-6.2	-0.8	0.3	1.2	19.9	-3.6	14.3	10.6
COc1cc(C=O)ccc1Oc1cnccn1	0.8	-2.3	0.6	-1.7	1.2	-0.6	4.4	-11.2	3.0
Cc1ccccc1CSc1nnc2ccc(-c3ccncc3)nn12	-1.2	-1.7	-1.1	0.1	1.1	5.0	-20.6	-6.6	-11.2
CCn1cc(Br)c(C(=O)Nc2ccc(OC)cc2)n1	-8.9	0.5	-0.3	-0.9	0.7	-2.4	4.0	-3.8	-0.9
CCN(CC(=O)NCc1ccc(Cl)cc1)C(=O)c1ccc(C#N)cc1	-4.7	-1.1	-2.3	-0.4	-0.2	-4.6	-1.7	-14.7	12.6
Cc1ccc(-c2csc3ncnc(NCCC(=O)O)c23)cc1C	5.3	-1.7	-0.1	0.9	2.2	-3.6	13.8	-13.3	?
O=C1CCC(=O)N1OCCCOc1ccccc1	-3.1	0.7	-1.6	1.4	.	1.3	4.5	9.0	-1.0
